# TRPC4 agonist: opens the mouse TRPC4 cation channel | Q9QUQ5 | AID 2237 | actives 0.49% (n = 310,000) | HEK293 TRPC4beta/mu-opioid, Fluo4 calcium fluorescence; hits give high values | B-score at 10 µM;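 active = B-score above 5 SD of library B-scores, and initial fluorescence ratio not above library mean plus 5 SD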;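 note: positive B-score marks a calcium rise read as TRPC4 activation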
# Target sequence (Q9QUQ5 whole entry, looked up): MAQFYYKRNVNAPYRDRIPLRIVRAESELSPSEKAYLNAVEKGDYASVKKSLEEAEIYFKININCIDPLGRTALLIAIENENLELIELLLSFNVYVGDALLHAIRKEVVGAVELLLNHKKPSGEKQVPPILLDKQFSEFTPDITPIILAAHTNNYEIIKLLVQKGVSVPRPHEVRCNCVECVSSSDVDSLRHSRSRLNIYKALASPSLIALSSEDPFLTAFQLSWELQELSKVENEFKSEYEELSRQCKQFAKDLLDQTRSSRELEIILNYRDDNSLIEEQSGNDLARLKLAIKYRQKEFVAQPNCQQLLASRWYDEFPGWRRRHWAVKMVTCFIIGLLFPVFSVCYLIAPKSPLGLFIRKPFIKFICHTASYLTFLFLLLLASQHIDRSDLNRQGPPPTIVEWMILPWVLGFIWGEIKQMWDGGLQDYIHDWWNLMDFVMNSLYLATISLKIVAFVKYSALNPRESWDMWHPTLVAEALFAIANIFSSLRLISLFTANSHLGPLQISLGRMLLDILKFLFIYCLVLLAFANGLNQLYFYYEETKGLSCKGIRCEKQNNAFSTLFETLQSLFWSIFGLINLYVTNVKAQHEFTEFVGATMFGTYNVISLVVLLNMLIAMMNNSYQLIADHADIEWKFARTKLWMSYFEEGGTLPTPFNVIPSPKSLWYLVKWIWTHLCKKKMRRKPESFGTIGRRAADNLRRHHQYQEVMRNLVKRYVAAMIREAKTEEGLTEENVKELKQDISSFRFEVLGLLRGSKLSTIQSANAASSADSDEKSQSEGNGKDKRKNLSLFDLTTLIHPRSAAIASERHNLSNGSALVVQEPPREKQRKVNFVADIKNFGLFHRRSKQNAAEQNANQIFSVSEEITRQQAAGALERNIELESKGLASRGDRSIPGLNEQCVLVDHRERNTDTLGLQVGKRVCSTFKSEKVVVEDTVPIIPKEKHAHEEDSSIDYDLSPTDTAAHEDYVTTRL
#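 Technique: kinetic Fluo4 calcium fluorescence; Test system: TRPC4beta and mu-opioid receptor HEK293 stable cells; Measure: B-scored integrated calcium fluorescence ratio; Benchmarks: low control buffer alone, high control maximal DAMGO; Schedule: 45 min room-temperature Fluo4 loading, 110 s read.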
# KCNK9 block: inhibitors of human KCNK9 two-pore domain potassium channel; B-score at 10 µM; AID 488922; HEK293 KCNK9, FluxOR thallium flux fluorescence; hits give low values; actives 1.2% (n = 310,000);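 active = ratio B-score over 3 SD below the library mean, with starting fluorescence within 5 SD of its mean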;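 note: negative B-score means less thallium flux so channel inhibition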
# KCNQ1 act: potentiators or activators of human KCNQ1 potassium channel; P51787; CHO-K1 KCNQ1, thallium flux FluxOR fluorescence; hits give high values; B-score at 10 µM; actives 0.35% (n = 310,000);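 active = fluorescence ratio B-score, a plate-corrected score, at least three library SD, with initial intensity B-score within 5 SD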
#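 Medium – assay buffer, equal DMSO in all wells · Material – CHO-K1 cell line with stable KCNQ1 potassium channel expression · Signal – kinetic FluxOR thallium fluorescence, 10-s 1-Hz baseline, 110-s post-stimulus read · Compound – single concentration per compound, DMSO matched to controls · Schedule – 37 °C overnight plating, 90-min dark dye load, 20-min compound pretreatment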
# ANO1 block: inhibitors of mouse TMEM16A calcium-activated chloride channel | HEK293 TMEM16A/YFP iodide influx fluorescence, ionomycin | AID 588511 | Q8BHY3 | normalized B-score (activity score, 25-100; higher = stronger inhibition) at 10 µM | actives 1.2% (n = 310,000);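 active = ratio plate-corrected score three or more library SD toward inhibition, starting fluorescence score within five deviations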;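 note: score derived from kinetic fluorescence span divided by baseline fluorescence per well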
# DYRK1A inh: blocks rat Dyrk1A kinase activity. ADP-Glo luminescence, NFATc1 peptide. inhibition, % at 12.5 µM. actives 0.43% (n = 310,000); in the data active = inhibition above about 50%;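 note: plate controls were vehicle with enzyme for no effect and no enzyme for full effect; many of its hits are not listed in these tables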
# hERG rescue: hERG (human) protection from proarrhythmic block. activation (rescue from dofetilide block), less the hit threshold, % at 10 µM. CHO-hERG, FluxOR thallium flux, dofetilide IC70 present. Q12809. actives 0.51% (n = 310,000). AID 1511;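 active = activation above the mean of controls blocked by dofetilide plus 5 SD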;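 note: thallium influx through hERG after potassium depolarization seen as dye fluorescence rise; in these data hits start at about 4.7%; inactives centre near -7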
# HDAC3 inh: blocks human histone deacetylase 3 | O15379 | recombinant HDAC3, fluorogenic peptide/trypsin coupled, fluorescence | inhibition, % at 8.3 µM | actives 0.15% (n = 320,000) | AID 2718; in the data active = inhibition above about 26%, passing the limit was not always enough; inconclusive = no clear call, values can overlap the other calls
# ANO1 activ: mouse TMEM16A channel activation, primary screen | Q8BHY3 | HEK293 TMEM16A/YFP-H148Q/I152L, iodide quench fluorescence; hits give low values | actives 0.3% (n = 340,000) | B-score at 10 µM;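 active = fluorescence-ratio B-score plate-corrected deviation score at least 3 library SD below zero, with starting fluorescence score within 5 deviations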;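 note: channel opened by trigger with iodide after compound preincubation; score built on the fluorescence ratio of max minus min over baseline; more negative score means more quench and so TMEM16A activation or potentiation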
# TRPC4 potent: allosteric potentiators of mouse TRPC4 channel | HEK293 TRPC4beta/mu-opioid, DAMGO EC20, Fluo-4 Ca2+ flux; hits give high values | B-score at 10 µM | actives 0.42% (n = 310,000) | AID 2227;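 active = B-score of calcium response area above 5 SD of library B-scores, with initial fluorescence ratio within 5 SD of library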;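 note: B-score of integrated fluorescence ratio over time as area under calcium response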
# KCNQ1 block: inhibitors of human KCNQ1 potassium channel; P51787; CHO-K1 KCNQ1, FluxOR thallium flux fluorescence; hits give high values; B-score at 10 µM; actives 1.3% (n = 310,000);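 active = compounds whose thallium flux B-score, printed positive for inhibition, exceeds three library SD while starting fluorescence stays within three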;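 note: channel opened by potassium depolarization with thallium stimulus after 20 min compound exposure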
# KCNK3 inh: human KCNK3 channel inhibition, primary screen | actives 0.84% (n = 340,000) | AID 602410 | B-score at 10 µM | O14649 | CHO-KCNK3 thallium flux, FluxOR fluorescence; hits give low values;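 active = B-score under library mean minus 4 SD, starting fluorescence ratio at most library mean plus 5 SD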;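 note: more negative B-score means stronger inhibition of thallium flux through KCNK3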
# * = called active by the depositor; i = inactive; ? = inconclusive; . = not tested or not shown. Only part of the results is shown; count on the stated rates, not on these rows.
# Values run as follows: TRPC4 agonist | KCNK9 block | KCNQ1 act | ANO1 block | DYRK1A inh | hERG rescue | HDAC3 inh | ANO1 activ | TRPC4 potent | KCNQ1 block | KCNK3 inh
> COc1ccccc1NS(=O)(=O)c1ccc(C(=O)N2CCCC(C)C2)cc1 (centres undefined)
→ i | i | i | i | 3 | -10 | 2 | i | i | i | i
> CC(=O)NC(Cc1cccc(F)c1)C(=O)NC1CCN(c2nnnn2-c2ccccc2)CC1 (centres undefined)
→ i | i | i | i | -5 | -10 | -11 | i | i | i | i
> COc1ccc(-c2cc(C(=O)N3CCCCCC3)c3ccccc3n2)c(OC)c1
→ i | i | i | i | 0 | -13 | . | i | i | i | i
> CC(C)CC1C(C#N)=C(N)SC(N)=C1C#N
→ i | i | i | i | 6 | -14 | 10 | i | i | i | i
> COCCn1c(=O)c2c(nc3n2CCCN3Cc2ccccc2)n(C)c1=O
→ i | i | i | i | -2 | -4 | 6 | i | i | i | i
> O=C(/C=C/c1cc(Br)ccc1F)Nc1cccnc1
→ i | i | i | i | 8 | -7 | -3 | i | i | i | i
> CN(C(=O)COC(=O)c1n[nH]c2ccccc12)C1CCS(=O)(=O)C1 (centres undefined)
→ i | i | i | i | -8 | -2 | 1 | i | i | i | i
> O=c1c(Cl)c(Cl)cnn1Cc1ccccc1Cl
→ i | i | i | i | . | -12 | -2 | . | i | i | .
> COC(=O)[C@@H]1CC[C@H](C)[C@@H](c2ccc(C)cc2)N1C(=O)c1ccc(/C=N/OC[C@@H](O)COCc2ccco2)cc1
→ i | i | i | . | . | -6 | . | . | i | i | .
> CCn1c(=S)sc2c(=O)n(CC(=O)Nc3ccccc3)c(C)nc21
→ i | i | i | i | 2 | -3 | 1 | i | i | i | i
> CC(SCc1ccccc1)C(=O)Nc1ccccc1-c1ccccc1 (centres undefined)
→ i | i | i | i | 2 | -11 | -1 | i | i | i | i
> COc1cccc(-c2cc(C(=O)Nc3ccn(Cc4ccc(C)cc4)n3)no2)c1
→ i | i | i | i | -7 | -12 | -2 | i | i | i | i
> O=C(NC(=S)Nc1ccc2c(c1)OCO2)c1ccccc1
→ i | i | i | i | -1 | -7 | -4 | i | i | i | i
> CCOC(=O)C1CCN(C(C(=O)NC2CCCCC2)c2ccc(OC)cc2)CC1 (centres undefined)
→ . | . | . | i | -3 | . | 8 | i | . | . | i
> CC1(C)CC(O)CC(C)(C)N1CC(O)COCCOc1ccc(Br)cc1 (centres undefined)
→ i | i | i | i | 3 | -10 | 4 | i | i | i | i
> CSc1nnc2c(n1)OC(c1ccc(C(=O)O)cc1)N(C(C)=O)c1ccccc1-2 (centres undefined)
→ i | i | i | i | 16 | -8 | -1 | i | i | i | i
> Cc1ccccc1-c1ccc(=O)n(CC(=O)Nc2ccc(-n3cnnn3)cc2)n1
→ i | i | i | i | -7 | -8 | -8 | i | i | i | i
> CCN1C(=O)Nc2cccc3cccc1c23
→ i | i | i | i | 6 | -3 | 9 | i | i | i | i
> Cc1ccc(NC(=O)c2ccc(=O)[nH]c2)cc1S(=O)(=O)N1CCCCC1
→ i | i | i | i | . | -5 | 6 | i | i | i | i
> COc1ccc2nc(SCC(=O)NCc3ccc(S(N)(=O)=O)cc3)[nH]c2c1
→ i | i | i | i | 10 | -8 | 1 | i | i | i | i
> COC(=O)CSc1nnc(-c2ccncc2)o1
→ i | i | i | i | -4 | -4 | -2 | i | i | i | i
> CC1=C(C(=O)OC2CCCCC2)C(c2ccc(O)cc2)NC(=O)N1 (centres undefined)
→ i | i | i | i | -1 | -8 | 1 | i | i | i | i
> Cc1cccc(NC2=NCC(=O)N2CCc2ccccc2)c1
→ i | i | i | i | -5 | -4 | 2 | i | i | i | i
> COc1ccc(CCNC(=O)CCn2c(=O)oc3ccccc32)cc1
→ i | i | i | i | 1 | -4 | 5 | i | i | i | i
> CC(=O)Nn1c(C)nnc1-n1nc(C)cc1C
→ i | i | i | i | -5 | -2 | -7 | i | i | i | i
> Cc1nc([N+](=O)[O-])cn1CC(O)c1ccc(F)cc1 (centres undefined)
→ i | i | i | i | -8 | -10 | -1 | i | i | i | i
> CCCCNc1ccccc1C(=O)OCC(=O)Nc1ccc(S(N)(=O)=O)cc1
→ i | i | i | i | 6 | -12 | -17 | i | i | i | i
> CC1CCC(NC(=O)CN2CCCN(Cc3ccc(F)cc3Cl)C2=O)CC1 (centres undefined)
→ i | i | i | i | 7 | -6 | 2 | i | i | i | i
> O=C(Nc1ccc2c(c1)OCCO2)c1c[nH]c(=O)n(-c2ccc(F)c(Cl)c2)c1=O
→ i | i | i | i | 0 | -8 | ? | i | i | i | i
> CC(C)CCNC(=O)c1ccc(Cl)c(NC(=O)c2ccccc2F)c1
→ i | i | i | i | . | -5 | -1 | . | i | i | .
> CC(C)Oc1ccc(CCNC(=O)CC2C(=O)NCCN2C)cc1 (centres undefined)
→ i | i | i | i | -7 | -8 | 4 | i | i | i | i
> CCC(NC(=O)c1cncc(Br)c1)c1ccccc1 (centres undefined)
→ i | i | i | i | 1 | -9 | -6 | i | i | i | i
> COc1ccccc1NS(=O)(=O)c1cc(NC(=O)CNC(=O)c2ccc(C)s2)ccc1Cl
→ i | i | i | i | -4 | -9 | . | i | i | i | i
> O=C(NCCCc1nc2ccccc2[nH]1)c1ccc(F)cc1
→ i | i | i | i | 3 | -8 | -15 | i | i | i | i
> COc1ccccc1OCC(=O)NCCSCc1ccc(Cl)cc1
→ i | i | i | i | -1 | -15 | 2 | i | i | i | i
> CCN(C(=O)c1cc2cccc(OC)c2oc1=O)C1CCCCC1
→ i | i | i | i | 13 | -6 | 7 | i | i | i | i
> COc1ccccc1NC(=O)COc1ccc(/C=N/NS(=O)(=O)c2ccc(C)cc2)cc1
→ i | i | i | i | 7 | -1 | 9 | i | i | i | i
> O=C(NC(=S)Nc1ccccc1N1CCOCC1)c1sc2ccccc2c1Cl
→ i | i | 13* | i | -3 | -7 | 12 | i | i | i | i
> O=C(CSc1cn(CC(=O)N2CCCC2)c2ccccc12)NCC1CCCO1 (centres undefined)
→ i | i | i | i | -2 | 0 | -1 | i | i | i | i
> COc1ccc(C(=O)c2c(-c3cccc(C)c3)oc3ccc(N4CCOCC4)cc23)cn1
→ i | i | i | i | -1 | -8 | -3 | i | i | i | i
> CCN(CC)S(=O)(=O)c1ccc(NC(=O)C(C)N(c2ccc(OC)cc2)S(C)(=O)=O)cc1 (centres undefined)
→ i | i | i | i | 4 | -7 | . | i | i | i | i
> Clc1nc2sccn2c1/C=N/n1cnc2ccccc21
→ i | i | i | i | . | -7 | -3 | i | i | i | i
> O=C1CN(CC(=O)N2CCCCC2)c2ccccc2O1
→ i | i | i | i | 3 | -4 | 3 | i | i | i | i
> O=C(Nc1ccc(N2CCN(Cc3ccccc3)CC2)cc1)c1ccccc1[N+](=O)[O-]
→ i | i | i | i | 0 | -11 | 1 | i | i | i | i
> O=C(Nc1ccc(N2CCOCC2)cc1)C1CCCCN1S(=O)(=O)c1ccccc1 (centres undefined)
→ i | i | i | i | -1 | -16 | 1 | i | i | i | i
> Cc1ccc(NC(=O)C2CCCN(S(=O)(=O)c3ccc(-n4cnnn4)cc3)C2)cc1 (centres undefined)
→ i | i | i | i | -4 | -3 | -5 | i | i | i | i
> CC1CN(C(=O)/C=C/c2ccc3c(c2)OCO3)CC(C)O1 (centres undefined)
→ i | i | i | i | 30 | -12 | 8 | i | i | i | i
> CN(C)C(=O)C[n+]1ccc(/C=N/O)cc1
→ i | i | i | i | -2 | -11 | 6 | i | i | i | i
> COc1cccc(CN2CCCC(C(=O)c3ccc4c(c3)OCO4)C2)c1O (centres undefined)
→ i | i | i | i | -7 | -3 | -5 | i | i | i | i
> CCOc1cc(C2NC(=S)NC(C)=C2C(=O)Nc2ccc(OC)cc2)ccc1O (centres undefined)
→ i | i | i | i | -12 | -13 | 7 | i | i | i | i
> O=C(O)c1cc2c(cc1NC(=O)c1ccccc1C(F)(F)F)OCCCO2
→ i | i | i | i | 9 | -8 | 3 | i | i | i | i
> CCOc1ccc(S(=O)(=O)N2CCCC(C(=O)NCc3ccccn3)C2)cc1C (centres undefined)
→ i | i | i | i | 3 | -1 | -2 | i | i | i | i
> O=C1CCCC2=C1C(c1cccc(O)c1)c1c(ccc3ncccc13)N2 (centres undefined)
→ i | i | i | i | 7 | -11 | 3 | i | i | i | i
> COC(=O)C1=C(C)N(CCc2ccccc2)C(=O)C1
→ . | . | . | i | -11 | . | 2 | i | . | . | i
> CCC1(CC)NC(=O)N(CC(=O)OCC(=O)NC(=O)c2ccc(Cl)cc2)C1=O
→ i | i | i | i | 4 | -16 | -2 | i | i | i | i
> Cc1cccc(-n2c(=O)[nH]c3c(C(N)=O)nc(C(C)C)nc32)c1
→ i | i | i | i | 4 | -2 | -3 | i | i | i | i
> NC(=O)C1CCN(C(=O)c2cn(-c3ccccc3)nc2-c2cccnc2)CC1
→ i | i | i | i | 13 | -10 | 5 | i | i | i | i
> CSc1ccc(CN2CCC(C(=O)NCc3ccc(C)cc3)CC2)cc1
→ i | i | i | i | -5 | -20 | 5 | i | i | i | i
> Cc1cc(OCC(=O)NCc2ccccn2)c2c(C)c(Cc3ccccc3)c(=O)oc2c1
→ i | i | i | i | 2 | -7 | -1 | i | i | i | i
> COc1ccccc1Nc1ccc(NC(=O)c2cccc([N+](=O)[O-])c2C)cc1
→ i | i | i | i | 4 | -8 | -6 | i | i | i | i

# Next records follow:
# Values run as follows: TRPC4 agonist | KCNK9 block | KCNQ1 act | ANO1 block | DYRK1A inh | hERG rescue | HDAC3 inh | ANO1 activ | TRPC4 potent | KCNQ1 block | KCNK3 inh
> CCc1c(C)c2cc(Cl)c(O)c(CN(CC)CC)c2oc1=O
→ i | i | i | i | -1 | 1 | -405 | i | i | i | i
> O=C(Nc1cccc([N+](=O)[O-])c1)c1ccc2ccccc2c1O
→ i | i | i | i | -5 | -18 | 3 | i | i | 6* | i
> CC1(C)Nc2ccccc2C(=O)N1NS(=O)(=O)c1ccccc1
→ i | i | i | i | -7 | -12 | -13 | i | i | i | i
> O=C1CSC(c2ccco2)N1 (centres undefined)
→ i | i | i | i | -1 | -4 | 3 | i | i | i | i
> O=C(NC1CC1)c1ccc(S(=O)(=O)NCC2CCCCC2)cc1
→ i | i | i | i | 0 | -6 | 3 | i | i | i | i
> Cc1ccc(S(=O)(=O)NC(Cc2ccccc2)C(=O)O)cc1C (centres undefined)
→ i | i | i | i | -3 | -8 | 1 | i | i | i | i
> Cc1cccc(N(C(=O)c2csnn2)C(C(=O)NCc2ccccc2)c2ccc(C)o2)c1 (centres undefined)
→ i | i | i | i | -5 | -3 | 0 | i | i | i | i

# Compound activity from PubChem.
